# High-throughput results as filed in PubChem BioAssay.
# DNMT1 inh: blocks human DNA methyltransferase DNMT1; P26358; DNMT1 molecular beacon, Hinp1I cleavage, fluorescence; inhibition (reported as % activation of signal), % at 10 µM; 360,000 tested, 0.83% active; in the data active means inhibition above about 50%
# CendR NRP1 mod: alters CendR peptide binding to human NRP-1; FAM-RPARPAR peptide binding to NRP-1, fluorescence polarization; inhibition, % at 25 µM; 360,000 tested, 0.85% active;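 active means inhibition or corrected inhibition above about 18%, plus a signal ratio from 0.5 to 1.5, limit read from the data, passing the limit was not always enough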; further: strong numbers were not always called active
# E coli Lon inh: E. coli protease La inhibition. P0A9M0. purified E. coli Lon protease, fluorescence polarization. inhibition, % at 7.94 µM. 360,000 tested, 0.42% active; in the data active means inhibition above about 13%, passing the limit was not always enough;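 further: 0% = enzyme with probe and DMSO and 100% = no enzyme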
# SUMO1-SIM PPI: alters human SUMO1 binding to SIM partners; inhibition, % at 20 µM; SUMO1 binding to a labelled peptide, TR-FRET, 1 h; 360,000 tested, 0.33% active; AID 602429; P63165; in the data active means inhibition above about 37%
# Target sequence (P63165 whole entry, looked up): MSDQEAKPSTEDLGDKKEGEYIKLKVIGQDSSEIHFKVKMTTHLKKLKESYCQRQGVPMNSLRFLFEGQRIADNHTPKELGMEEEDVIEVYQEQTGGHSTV
# bovine MsrA act: activates bovine MsrA enzyme; purified bovine MsrA, absorbance read-out; activation, % at 10.6 µM; 360,000 tested, 0.3% active; AID 602163; in the data active means activation above about 7.5%;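 further: 0% = vehicle and 100% = reference activator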
# STEP inh: STEP (human) phosphatase inhibition | P54829 | recombinant STEP, OMFP fluorogenic substrate, fluorescence | inhibition, % at 20 µM | 360,000 tested, 0.25% active | AID 588621;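 active means inhibition at 20 µM, scaled per plate between control wells, above about 37%, limit read from the data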;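 further: 0% = DMSO with enzyme and substrate and 100% = substrate only without enzyme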
# Target sequence (P54829 whole entry, looked up): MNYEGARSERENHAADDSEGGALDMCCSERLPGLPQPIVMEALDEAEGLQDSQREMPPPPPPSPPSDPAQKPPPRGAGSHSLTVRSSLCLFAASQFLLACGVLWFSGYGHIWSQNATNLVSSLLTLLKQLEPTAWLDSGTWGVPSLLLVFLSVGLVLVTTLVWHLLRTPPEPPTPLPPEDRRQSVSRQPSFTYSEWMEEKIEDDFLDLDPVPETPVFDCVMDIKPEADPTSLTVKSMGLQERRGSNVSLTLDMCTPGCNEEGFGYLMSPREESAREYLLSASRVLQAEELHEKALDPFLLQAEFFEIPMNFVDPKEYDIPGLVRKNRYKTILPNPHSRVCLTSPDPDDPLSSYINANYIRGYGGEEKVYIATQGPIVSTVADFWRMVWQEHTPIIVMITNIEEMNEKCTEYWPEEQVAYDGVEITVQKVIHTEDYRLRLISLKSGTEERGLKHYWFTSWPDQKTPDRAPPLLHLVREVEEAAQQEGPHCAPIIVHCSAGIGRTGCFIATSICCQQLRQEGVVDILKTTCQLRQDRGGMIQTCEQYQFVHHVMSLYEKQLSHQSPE
#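 Assay system: isolated STEP enzyme. Buffer or medium: pH 6.0 Bis-Tris with DTT and Tween 20. Also added: fluorogenic phosphatase substrate OMFP at 25 µM final. Dosing: 20 µM, 1% DMSO. Timing: 20 min reaction, room temperature, in the dark. Measured by: fluorescence intensity, excitation 480 nm, emission 540 nm. Evaluation: normalized % inhibition.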
# MsrA inh: inhibitors of bovine MsrA; purified bovine MsrA, absorbance read-out; inhibition, % at 15.5 µM; 360,000 tested, 0.75% active; AID 651718; in the data active means inhibition above about 4.5%;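 further: 0% = vehicle wells with enzyme and 100% = reference inhibitor wells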
# LMPTP inh: LMPTP (human) inhibition. AID 651560. 360,000 tested, 0.22% active. inhibition, % at 20 µM. P24666. recombinant LMPTP-A, OMFP fluorogenic substrate, fluorescence intensity;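 active means compounds that cut the enzyme signal by at least half of the control window in the single-dose screen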;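 further: plate controls were DMSO wells with enzyme plus substrate for no effect and substrate without enzyme for full effect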
# Target sequence (P24666 whole entry, looked up): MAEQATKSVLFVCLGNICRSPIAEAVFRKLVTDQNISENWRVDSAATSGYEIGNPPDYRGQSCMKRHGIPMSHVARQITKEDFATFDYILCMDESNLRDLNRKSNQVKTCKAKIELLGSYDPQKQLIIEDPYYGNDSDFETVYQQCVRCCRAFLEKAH
#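 Assay system: LMPTP-A, protein tyrosine phosphatase of low molecular weight / Medium: pH 6.0 Bis-Tris buffer with DTT and Triton X-100 / Schedule: 50 min enzyme reaction at room temperature, protected from light / Measured by: endpoint fluorescence intensity from OMFP dephosphorylation / Read-out basis: % inhibition relative to no-enzyme and uninhibited control wells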
# Scp1 inh: blocks human Scp-1 phosphatase activity | Q9GZU7 | Recombinant Scp1, phosphopeptide, malachite green phosphate absorbance | inhibition, % at 20 µM | 340,000 tested, 0.88% active;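 active means inhibition above about 50% at 20 µM, limit read from the data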;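 further: plate controls were DMSO wells with enzyme for no effect and wells lacking enzyme for full effect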
# Target sequence (Q9GZU7 76-261 limits assumed): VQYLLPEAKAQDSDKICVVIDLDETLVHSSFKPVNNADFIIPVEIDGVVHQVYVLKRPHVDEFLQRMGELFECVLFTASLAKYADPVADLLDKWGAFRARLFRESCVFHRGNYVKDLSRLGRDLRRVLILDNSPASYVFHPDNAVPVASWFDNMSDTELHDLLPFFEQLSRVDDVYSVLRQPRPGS
#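 System: SCP-1 catalytic domain; Reagent: Phospho 17-mer peptide substrate; Doses: one concentration, 20 µM, with 1.0% DMSO; Incubation: 45 min room-temperature reaction, 5 min colour, 30 min stabiliser; Signal: Phosphate-binding colour reagent, absorbance read at 630 nm.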
# Tb MetRS inh: blocks T. brucei methionyl-tRNA synthetase activity; 360,000 tested, 0.4% active; inhibition, % at 11.9 µM; purified T. brucei MetRS, ATP depletion, Kinase-Glo luminescence;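 active means inhibition above a per-plate cutoff of the control wells' mean inhibition plus 3 SD, cut at about 5.5% in these data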;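 further: 0% = DMSO wells median and 100% = median of wells with control inhibitor compound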
#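 Material – parasite MetRS enzyme · Medium – HEPES-MgCl2-KCl buffer plus DTT, spermine, BSA, pyrophosphatase · Reagent – ATP, methionine and E. coli bulk tRNA substrates · Times – 15 min enzyme-compound preincubation, 2 h reaction, 10 min detection, 25 °C · Measured by – luminescence of leftover ATP · Evaluation – percent inhibition relative to median high and low control wells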
# * = called active by the depositor; nt = not tested or not shown. The list is partial; count on the stated rates, not on these rows.
SMILES,DNMT1 inh,CendR NRP1 mod,E coli Lon inh,SUMO1-SIM PPI,bovine MsrA act,STEP inh,MsrA inh,LMPTP inh,Scp1 inh,Tb MetRS inh
Cc1ccsc1C(=O)C1CCCN(Cc2ccc(O)cc2)C1 (centres undefined),1,5,-9,0,-8,0,-1.4,-0.8,-2,-0.2
Cc1ccc2c(c1)=NC(=O)/C(=C/c1c(O)[nH]c(=O)[nH]c1=O)C=2,-8,-10,6,-20,-3,0,2.5,-0.1,-9,-0.2
c1cnc(N2CCNCC2)nc1,1,14,0,3,-6,1,1.9,-2.9,-9,-1.4
COc1ccc(CNC(=O)CCC(=O)N2C[C@H]3C[C@H](C2)c2cccc(=O)n2C3)cc1,0,1,-3,0,-2,-2,0.3,-1.3,1,-0.4
Cc1ccsc1C(=O)C1CCCN(Cc2cc(C(C)C)n[nH]2)C1 (centres undefined),0,9,-11,1,-1,5,-1.6,0.1,-7,0.3
CN1CCN(c2ccc([N+](=O)[O-])c(N/N=C3\CN4CCC3CC4)c2)CC1,-3,-7,-1,-37,-1,2,-0.1,2.2,-7,0.2
O=C1CN=C(c2ccc(Br)cc2)c2c(sc3c2CCCC3)N1CCN1CCCCC1,0,1,2,0,0,-2,1.7,0.5,-1,-0.6
CC1CNCCN1c1ccc(Cl)cc1 (centres undefined),-34,-10,-3,-9,0,1,-0.2,-0.6,2,-0.3
COC(=O)C1=C(c2ccc(-c3ccccc3)c(F)c2)C[C@@H]2CC[C@H]1N2C(=O)N1CCC(C)CC1,-5,25*,-1,8,0,1,1.0,17,-9,-0.3
CSc1nc2ccc(C)cc2c(=O)n1-c1cccnc1,-2,6,-1,3,-2,1,0.8,-1.2,-11,-0.4
CN1C2CCC1C(COC(=O)c1ccccc1)C(O)C2 (centres undefined),-1,9,13,6,-6,-2,0.8,-1.9,-6,-1.2
COc1cc(N2CCOCC2)ccc1/C=C1\C(=O)NC(=O)N(Cc2ccc3c(c2)OCO3)C1=O,2,-46,-39,9,-5,2,6.2*,-0.4,-6,0.5
O=C1NC(=O)C(=Cc2ccc(OCC(=O)N3CCOCC3)cc2)C(=O)N1,-12,5,-7,1,-2,-1,0.7,1.3,-2,-1.3
CCCC/C(C)=C/[C@@H](NP(=O)(c1ccccc1)c1ccccc1)c1ccccc1,2,13,4,3,-3,3,0.5,3.6,-4,-0.3
CN1CCCN(C(=O)COc2ccc(F)cc2F)CC1,-1,6,-11,2,-6,2,-0.5,-2.4,1,0.2
CCc1nc2ccc(Br)cc2c(=O)n1-c1ccccc1C(F)(F)F,-4,3,10,-1,1,-2,0.5,2.0,3,-0.2
COc1ccc(OC)c2c1CCC1NCCOC21 (centres undefined),3,8,8,2,-11,3,-0.9,-0.9,-12,-1.8
COC(=O)N1C(c2ccccc2)C1c1ccccc1 (centres undefined),-1,3,-10,3,-2,1,-1.3,1.2,-6,-0.4
C=CCOC(=O)C1=C(C)OC(N)=C(C#N)[C@@]12C(=O)N(CC(N)=O)c1ccccc12,-3,0,-3,1,-2,1,-0.1,0.4,0,1.0
O=C(/C=C/c1ccccc1)N1Cc2ccccc2-n2nncc2C1,3,-13,-13,-11,-3,1,-0.4,-0.5,nt,-0.1
C/C(=N\N1CCCCCC1)c1c(O)n(-c2ccccc2)c(=O)[nH]c1=O,-4,-2,-10,0,-5,-3,2.1,-0.8,-5,-0.3
CCC/C=N/O,2,-7,9,-1,-5,-1,0.6,-1.3,-3,-0.7
O=C(C(=C1N(Cc2ccc(Cl)nc2)CCN1Cc1ccc(Cl)nc1)[N+](=O)[O-])C(Cl)Cl,3,15,-2,-4,-4,0,2.8,-0.9,-1,0.3
O=[N+]([O-])c1ccccc1CNCCc1c[nH]c2ccccc12,1,-2,-9,-19,-4,0,-0.5,0.7,-1,-0.8
C[C@]12CCC3C(CCC4=C/C(=N/OCC(=O)NC(CCC(=O)O)C(=O)O)CC[C@@]43C)C1CCC2O (some centres undefined),-2,-9,0,3,-1,-2,-1.0,-2.2,1,-0.6
NCCc1c(Cc2ccccc2)[nH]c2ccccc12,-10,0,-8,3,-1,4,1.1,-0.6,-3,-0.2
CCC(=NCCO)c1c(O)n(C2CCCCC2)c(=O)[nH]c1=O,3,12,-4,1,2,-1,-0.6,-1.1,-8,-0.2
CCCN1CCc2cccc3c2[C@H]1Cc1ccc(O)c(O)c1-3,2,20,12,-15,-6,1,nt,2.0,-14,0.0
COC(=O)C1=C(c2cccc(C#N)c2)C[C@@H]2CC[C@H]1N2C(=O)NCCNC(C)=O,2,11,3,0,-5,0,-1.0,-2.7,0,-0.4
O=c1[nH]c(=O)n(-c2cccc3ccccc23)c(O)c1C=NCCCn1ccnc1,-1,6,2,-1,2,1,0.1,-4.8,-10,-0.1

# Part of the list above, with values under each structure:
# Every second line gives: DNMT1 inh, CendR NRP1 mod, E coli Lon inh, SUMO1-SIM PPI, bovine MsrA act, STEP inh, MsrA inh, LMPTP inh, Scp1 inh, Tb MetRS inh
- Cc1ccsc1C(=O)C1CCCN(Cc2ccc(O)cc2)C1 (centres undefined)
 : 1, 5, -9, 0, -8, 0, -1.4, -0.8, -2, -0.2
- Cc1ccc2c(c1)=NC(=O)/C(=C/c1c(O)[nH]c(=O)[nH]c1=O)C=2
 : -8, -10, 6, -20, -3, 0, 2.5, -0.1, -9, -0.2
- c1cnc(N2CCNCC2)nc1
 : 1, 14, 0, 3, -6, 1, 1.9, -2.9, -9, -1.4
- COc1ccc(CNC(=O)CCC(=O)N2C[C@H]3C[C@H](C2)c2cccc(=O)n2C3)cc1
 : 0, 1, -3, 0, -2, -2, 0.3, -1.3, 1, -0.4
- Cc1ccsc1C(=O)C1CCCN(Cc2cc(C(C)C)n[nH]2)C1 (centres undefined)
 : 0, 9, -11, 1, -1, 5, -1.6, 0.1, -7, 0.3
- CN1CCN(c2ccc([N+](=O)[O-])c(N/N=C3\CN4CCC3CC4)c2)CC1
 : -3, -7, -1, -37, -1, 2, -0.1, 2.2, -7, 0.2
- O=C1CN=C(c2ccc(Br)cc2)c2c(sc3c2CCCC3)N1CCN1CCCCC1
 : 0, 1, 2, 0, 0, -2, 1.7, 0.5, -1, -0.6
- CC1CNCCN1c1ccc(Cl)cc1 (centres undefined)
 : -34, -10, -3, -9, 0, 1, -0.2, -0.6, 2, -0.3
- COC(=O)C1=C(c2ccc(-c3ccccc3)c(F)c2)C[C@@H]2CC[C@H]1N2C(=O)N1CCC(C)CC1
 : -5, 25*, -1, 8, 0, 1, 1.0, 17, -9, -0.3
- CSc1nc2ccc(C)cc2c(=O)n1-c1cccnc1
 : -2, 6, -1, 3, -2, 1, 0.8, -1.2, -11, -0.4
- CN1C2CCC1C(COC(=O)c1ccccc1)C(O)C2 (centres undefined)
 : -1, 9, 13, 6, -6, -2, 0.8, -1.9, -6, -1.2
- COc1cc(N2CCOCC2)ccc1/C=C1\C(=O)NC(=O)N(Cc2ccc3c(c2)OCO3)C1=O
 : 2, -46, -39, 9, -5, 2, 6.2*, -0.4, -6, 0.5
- O=C1NC(=O)C(=Cc2ccc(OCC(=O)N3CCOCC3)cc2)C(=O)N1
 : -12, 5, -7, 1, -2, -1, 0.7, 1.3, -2, -1.3

# Next section
SMILES,DNMT1 inh,CendR NRP1 mod,E coli Lon inh,SUMO1-SIM PPI,bovine MsrA act,STEP inh,MsrA inh,LMPTP inh,Scp1 inh,Tb MetRS inh
Oc1ccc(-[n+]2c(-c3ccccc3)cc(-c3ccccc3)cc2-c2ccccc2)cc1,33,13,4,-39,-13,3,1.4,37,20,-0.6
Cc1nc2ccccc2c(=O)n1-c1ccc(Cl)cc1Cl,6,-6,1,-4,-7,0,-1.1,-1.5,-2,-0.6
Cc1ccc2c(c1)N(CCC(=O)N1CCC3(CC1)OCCO3)C(=O)C(C)O2 (centres undefined),4,2,1,-1,-2,-5,-0.8,-1.7,-11,-0.2
CN(C)C(=O)Oc1ccc(NC(=O)N2CCOCC2)cc1,3,-7,-2,17,-3,0,0.2,1.7,-2,-1.1
CC1CN2C(=O)C1(c1ccccc1)C(=O)NC2=S (centres undefined),2,5,2,1,-2,2,-0.8,-1.5,nt,-0.2
O=P(C(Cl)Cl)(N1CCCCC1)N1CCCCC1,-1,1,-6,-5,0,-5,-0.7,-0.8,0,-0.9
Cc1ccc(-n2c(C)cc(/C=C3/C(=O)NC(=O)N(C)C3=O)c2C)cc1,3,-20,-6,-12,-3,2,-0.2,0.8,-2,-0.7
Cc1cc(OCC(=O)N2CCN(CC(=O)N3CCOCC3)CC2)c(C(C)C)cc1Cl,-3,2,7,-3,-1,-2,-0.1,0.3,-5,-0.2
COC(=O)C1=C(c2cccc(OCc3ccccc3)c2)C[C@@H]2CC[C@H]1N2C(=O)NCc1cccc(C(F)(F)F)c1,-5,-5,0,3,-1,1,-0.4,6.6,-11,0.3
CCCCN1C(=O)NC(=O)/C(=C/c2cnc(SC)nc2)C1=O,-8,8,-22,1,-4,-1,-0.2,-1.9,2,-0.7
COc1cc(C)c(-c2nc(CN3C[C@@H]4C[C@@H](C3)c3cccc(=O)n3C4)c(C)o2)cc1C,-2,5,-9,-2,1,3,2.2,0.7,-5,0.1
O=C(COc1ccccc1)c1cn(Cc2ccccc2)c2ccccc12,-2,-58,-4,-3,-10,-1,0.6,4.9,-8,-1.1
CNC1(c2ccccc2Cl)CCCCC1=O (centres undefined),1,8,-4,0,-4,0,-0.8,-1.9,-3,-1.5
O=C(O)Cc1cnc[nH]1,-5,3,5,3,-2,-3,-0.8,-0.2,-9,-0.3
CCCCC(C)C(OC(=O)CC(CC(=O)O)C(=O)O)C(CC(C)CC(O)CCCCC(O)CC(O)C(C)N)OC(=O)CC(CC(=O)O)C(=O)O (centres undefined),5,-36,-1,4,-9,3,-0.2,-0.2,23,-2.6
Brc1ccc2[nH]cc(C=NN3CCCCCC3)c2c1,-4,-3,-5,-2,-2,-3,0.4,-0.5,-8,0.1
C1CNC2NCCNC2N1 (centres undefined),-2,-3,0,-1,-3,-3,-0.3,-15,-7,-0.4
O=C(CNC1CCCCC1)N1CCC2(CC1)OCCO2,5,-3,-4,-2,-1,-2,-0.5,-0.5,5,-0.2
CCN1CCN(S(=O)(=O)c2cnc(Cl)c(Br)c2)CC1,2,-8,-9,0,-3,1,-1.3,-1.3,-2,-0.7
